High-throughput results: PubChem, The Scripps Research Institute Molecular Screening Center
CHO parental Ca = ATP-evoked calcium signal inhibitors, parental CHO, primary screen, counter-screen for OX1R antagonist project, cell-based, fluorescence, Fluo-8 calcium dye; parental CHO-K1, ATP-induced calcium, Fluo-8 fluorescence; inhibition, % at 5.6 µM; 0.63% of 330,000 active;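 active means inhibition above that plate's mean sample inhibition plus 3 SD, cut at about 26% in these data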;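 further: 0% = ATP-challenged DMSO wells and 100% = DMSO wells without ATP; some compounds past the cut are filed as inactive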
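Test system: parental CHO cells; detection: calcium-sensitive Fluo-8 fluorescence; evaluation: percent inhibition of calcium signal; also added: ATP as calcium-mobilizing challenge; repeats: one well per compound; control set: ATP-challenged DMSO wells low, unchallenged DMSO wells high; compound: single nominal dose of 5.6 µM per compound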
TAAR1 antag = human TAAR1 antagonists, primary screen, Fluo-8 calcium fluorescence, CHO RD-HGA16 cells; Trace amine-associated receptor 1 (Homo sapiens), Q96RJ0; antagonist; inhibition, % at 3 µM; 1.5% of 360,000 active;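 active means inhibition above a per-plate cutoff, the mean inhibition of test compounds on that plate plus 3 SD, cut at about 49% in these data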;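 further: 0% = DMSO plus EC80 beta-PEA response and 100% = DMSO alone without agonist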
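Material: CHO RD-HGA16 cells bearing hTAAR1; compound dosing: one-point dosing, 3 µM nominal final; schedule: dye loading 75 min at 37 °C, then 30 min room temperature; measured by: calcium fluorescence with Fluo-8; control set: vehicle and agonist controls; replication: n of 1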
CHO-K1 Ca antag = counter-screen for M1 antagonists: effect in parental CHO-K1 cells; ATP-induced calcium, Fluo-8 fluorescence; inhibition, % at 3 µM; 0.6% of 360,000 active;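 active means inhibition above a per-plate cutoff, the plate's mean sample inhibition plus 3 SD, cut at about 24% in these data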;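 further: 0% = DMSO plus EC80 ATP and 100% = DMSO alone without ATP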
TAAR1 ag = human TAAR1 agonists, primary screen, Fluo-8 calcium fluorescence, CHO RD-HGA16 cells; 0.99% of 360,000 active; Trace amine-associated receptor 1 (Homo sapiens), Q96RJ0; vehicle wells 0%, saturating PEA agonist 100%; activation, % at 3 µM;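 active means activation above the mean activation of all test compounds in the run plus 3 SD, cut at about 38% in these data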
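Repeats: no replicates (n 1) | Material: CHO-derived RD-HGA16 cells with stable Gα16 and human TAAR1 | Technique: Kinetic Fluo-8 calcium fluorescence | Schedule: 17-24 h seeding, 75 min 37 °C dye, 30 min RT | Evaluation: % activation from peak over basal fluorescence ratio, DMSO-to-PEA scaled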
M1 PAM parental = nonselective calcium activators in parental CHO-K1 cells, primary screen, counter-screen for M1 PAM project, cell-based, Fluo-8 calcium fluorescence, full deck, 1536-well | activation, % at 3 µM | AID 602247, 2012 | 0.02% of 360,000 active | ATP EC20; 0% at ATP EC20, 100% at ATP max;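 active means activation above the run cutoff, the mean activation of all test compounds plus 3 SD, cut at about 40% in these data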;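 further: peak over basal fluorescence ratio in a 140 s read after ATP addition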
OXTR potentiate = human OXTR potentiators, primary screen, fluorescence, CHO-OTR cells, Fluo-8 calcium | 0.061% of 320,000 active | AID 2445, 2010 | activation, % at 3 µM | Fluo-8 calcium fluorescence, potentiator mode; 0% = oxytocin EC15, 100% = EC100 | Oxytocin receptor (Homo sapiens), P30559;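 active means activation above that plate's cutoff, the mean activation of tested compounds plus 3 SD, cut at about 6.6% in these data, passing the limit was not always enough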;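 further: 100% uses oxytocin at 75 nM as the full agonist control; some results filed as inactive read as strong as hits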
Target sequence (P30559 whole entry, looked up): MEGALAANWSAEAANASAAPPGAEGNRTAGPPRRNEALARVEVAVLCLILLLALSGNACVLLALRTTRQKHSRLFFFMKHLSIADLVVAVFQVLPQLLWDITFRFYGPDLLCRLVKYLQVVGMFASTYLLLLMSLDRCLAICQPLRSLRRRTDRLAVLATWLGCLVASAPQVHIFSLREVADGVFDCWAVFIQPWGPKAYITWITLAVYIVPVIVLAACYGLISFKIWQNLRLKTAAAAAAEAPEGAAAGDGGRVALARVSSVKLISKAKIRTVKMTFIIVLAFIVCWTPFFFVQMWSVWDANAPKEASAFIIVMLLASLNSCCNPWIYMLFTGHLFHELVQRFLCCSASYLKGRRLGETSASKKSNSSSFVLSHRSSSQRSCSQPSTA
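test system = CHO-OTR cells, human receptor | compound = single-point 3.0 µM | schedule = 6 min compound pre-incubation at room temperature, 100 s kinetic read | signal = Fluo-8 no-wash calcium dye fluorescence, excitation 470-495 nm, emission 515-575 nm | repeats = single well per compound, singlicate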
M1 ag = human M1 muscarinic receptor agonists, primary screen, Fluo-8 calcium fluorescence, CHO-K1 cells, HTS. CHO-K1 hM1, agonist mode; 0% DMSO, 100% acetylcholine EC100. 0.33% of 360,000 active. Muscarinic acetylcholine receptor M1 (Homo sapiens), P11229. AID 588814, 2011. activation, % at 3 µM;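 active means activation above the run's mean compound activation plus 3 SD, cut at about 16% in these data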;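 further: peak over basal fluorescence ratio within a 140 s kinetic read after compound addition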
M1 ag parental = counter-screen for M1 agonists: effect in parental CHO-K1 cells; Fluo-8 calcium fluorescence; scaled to maximal ATP response, vehicle zero; activation, % at 3 µM; 0.48% of 360,000 active; AID 602248, 2012; in the data active means activation above about 15%;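 further: untransfected CHO-K1 host cells lacking M1 receptor as counterscreen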
V1aR counter = agonists of human V1a receptor, primary screen, counter-screen for OXTR agonist project, fluorescence, CHO-V1R cells. Vasopressin V1a receptor (Homo sapiens), P37288. Fluo-8 calcium fluorescence, agonist mode; 0% DMSO, 100% 3 nM vasopressin. activation, % at 3 µM. 0.25% of 320,000 active;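 active means activation above the mean activation of all tested compounds plus 3 SD, per screening run, cut at about 20% in these data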;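 further: signal is peak over basal fluorescence ratio across a 100 second FLIPR read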
Target sequence (P37288 whole entry, looked up): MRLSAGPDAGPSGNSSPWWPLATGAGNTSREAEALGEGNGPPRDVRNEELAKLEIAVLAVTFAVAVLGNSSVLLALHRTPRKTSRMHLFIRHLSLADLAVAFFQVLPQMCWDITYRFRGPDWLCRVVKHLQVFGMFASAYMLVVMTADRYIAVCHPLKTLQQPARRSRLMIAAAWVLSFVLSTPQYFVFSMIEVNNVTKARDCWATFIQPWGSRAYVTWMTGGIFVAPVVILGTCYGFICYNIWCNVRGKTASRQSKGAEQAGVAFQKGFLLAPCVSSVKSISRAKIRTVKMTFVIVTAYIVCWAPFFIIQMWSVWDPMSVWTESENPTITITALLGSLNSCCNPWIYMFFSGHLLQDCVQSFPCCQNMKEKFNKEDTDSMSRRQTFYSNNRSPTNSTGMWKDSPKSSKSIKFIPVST
Starred values were filed as active, the others as inactive; x = no result given.

Preview (three entries):
SMILES | CHO parental Ca | TAAR1 antag | CHO-K1 Ca antag | TAAR1 ag | M1 PAM parental | OXTR potentiate | M1 ag | M1 ag parental | V1aR counter
Cc1ccc([N+](=O)[O-])cc1S(=O)(=O)Nc1ccc(-c2ccc(N3CCCC3)nn2)cc1 | -3 | -34 | 0 | -2 | 11 | -7 | -7 | 0.9 | -1.1
O=C(NC(=S)Nc1nc(-c2cccc([N+](=O)[O-])c2)cs1)c1ccccc1Cl | -13 | -7 | 6 | 5 | -1 | -3 | -9 | 2.5 | -0.2
COC(=O)c1ccc(N2NC(=O)/C(=C/c3cc(OC)c(OC)c(OC)c3)C2=O)cc1 | -8 | -24 | -7 | 1 | -1 | -1 | -1 | 2.1 | 0.0

All compounds of this part, from the first entry:
SMILES | CHO parental Ca | TAAR1 antag | CHO-K1 Ca antag | TAAR1 ag | M1 PAM parental | OXTR potentiate | M1 ag | M1 ag parental | V1aR counter
Cc1ccc([N+](=O)[O-])cc1S(=O)(=O)Nc1ccc(-c2ccc(N3CCCC3)nn2)cc1 | -3 | -34 | 0 | -2 | 11 | -7 | -7 | 0.9 | -1.1
O=C(NC(=S)Nc1nc(-c2cccc([N+](=O)[O-])c2)cs1)c1ccccc1Cl | -13 | -7 | 6 | 5 | -1 | -3 | -9 | 2.5 | -0.2
COC(=O)c1ccc(N2NC(=O)/C(=C/c3cc(OC)c(OC)c(OC)c3)C2=O)cc1 | -8 | -24 | -7 | 1 | -1 | -1 | -1 | 2.1 | 0.0
Cc1cc(Nc2ccc(Cl)cc2)n2nnnc2n1 | -15 | -9 | 2 | 26 | 0 | -12 | -2 | -0.7 | 0.2
CCOC(=O)[C@]12CCCC=C1N(Cc1ccco1)C(=O)[C@H](CC(=O)N1CCOCC1)C2 | x | 10 | -6 | -1 | 3 | x | x | -0.4 | x
CC(CSc1n[nH]c(=S)s1)c1ccccc1 (configuration not stated) | x | -7 | 9 | 2 | -13 | x | 1 | -0.5 | x
COCOc1cc(O)c(C(=O)/C=C/c2ccccc2)c(OCOC)c1 | -7 | -14 | 0 | -1 | 14 | -1 | -4 | 0.1 | 0.0
Cc1ccc(C2(C)NC(=O)N(CC(=O)Nc3nc(-c4ccccn4)cs3)C2=O)cc1 (configuration not stated) | -10 | 38 | -3 | 27 | 7 | -20 | 12 | 8.6 | 16
Cc1ccc(NC(=O)c2c3c(nc4ccccc24)CCC3)cc1 | -19 | -18 | -6 | 0 | 15 | -5 | -12 | 0.4 | 0.7
CCc1c(C)nc(SCc2ccccn2)[nH]c1=O | 0 | 4 | -6 | 0 | 2 | 1 | -12 | 0.3 | -0.3
O=C(NCc1ccccc1)Nc1cc(Cl)ccc1Cl | -16 | 7 | -12 | 25 | 4 | 9 | -1 | 0.0 | 1.1
Cc1oc(-c2cccs2)nc1CN1CCC(c2ccccc2)CC1 | -5 | -9 | -14 | 0 | 15 | -30 | -3 | 0.7 | -1.9
C[C@H](CO)N1C[C@H](C)[C@@H](CN(C)C(=O)Nc2ccc(C(F)(F)F)cc2)Oc2c(NC(=O)CCC(F)(F)F)cccc2C1=O | -21 | 8 | 2 | 6 | -2 | -4 | -4 | -0.4 | 2.0
Cc1cc(=O)[nH]c(/N=C(\N)Nc2ccc(SC(F)F)cc2)n1 | -11 | -13 | -14 | 4 | -3 | -8 | -3 | 3.9 | 0.3
N#CC(C#N)=Cc1c(N2CCN(c3ccccc3)CC2)nc2ccccn2c1=O | -12 | 0 | 10 | 7 | -2 | -15 | 3 | 7.4 | -1.4
CCn1c(C)nc2cc(N)ccc21 | -9 | -7 | -5 | 1 | 7 | -2 | -3 | 0.5 | -0.6
O=C(Cn1c(=O)sc2ccccc21)Nc1ccc2c(c1)OCCO2 | -7 | 6 | 1 | 3 | -14 | -3 | 1 | 0.5 | -0.7
CCOc1ccc2nc(CN3CCN(Cc4ccccc4OCC)C(CCO)C3)ccc2c1 (configuration not stated) | -33 | -9 | -10 | -2 | 7 | 1 | -11 | -0.1 | -0.5
Cc1ccc(N(CC(=O)Nc2ccc(F)cc2)S(=O)(=O)N2CCCC2)cc1 | -19 | -17 | -1 | 15 | 9 | -4 | -5 | 0.1 | -0.5
O=C(Nc1ccnn1C1CCN(C(=O)Cc2ccccc2F)CC1)C1CC1 | -4 | -1 | 1 | 0 | 6 | -12 | -1 | -0.2 | 0.7
O=C(CNS(=O)(=O)c1cccc2nsnc12)NCCc1ccccc1 | -11 | 17 | -3 | 35 | 9 | -6 | -2 | 0.5 | 0.6
Cc1ccc(C2=CC(=O)C[C@H](c3ccc(Cl)cc3)C2)cc1 | -38 | x | -23 | x | 13 | -7 | -5 | 0.4 | 0.3
Cc1ccc(N/N=C/c2cccnc2)cc1 | -13 | 11 | -11 | 3 | 22 | 8 | -6 | 0.2 | -0.9
O=C(COC(=O)c1cc(-c2ccco2)nc2ccccc12)NCc1ccccc1 | -7 | 13 | 0 | 6 | 3 | -1 | -1 | 0.5 | -0.2
COc1ccc(OC)c(/C=C2\NC(=O)NC2=O)c1 | 0 | -18 | -5 | 5 | 3 | 6 | -2 | 0.4 | 0.4
COc1ccc(C(=O)CC(=O)C(=O)Nc2cccc(F)c2)cc1 | -18 | 1 | -1 | 12 | -20 | -8 | -4 | 0.7 | 2.1
Cc1cc(NC(=O)COc2coc(CN3CCN(c4ccccc4F)CC3)cc2=O)no1 | -2 | -18 | -3 | 2 | -8 | -2 | -2 | 0.6 | -1.1
O=C(N/N=C/c1cccc(O)c1)c1cc2c(ccc3ccccc32)o1 | x | 30 | -1 | 5 | -9 | x | -3 | 4.6 | x
CC(=O)C[C@H]1c2cc(C(F)(F)F)ccc2S(=O)(=O)N1c1ccc(N(C)C)cc1 | -16 | -10 | 5 | 9 | 0 | -3 | -3 | 9.8 | 1.0
CC(=O)c1ccc(NC(=O)Cn2nc(C)c([N+](=O)[O-])c2C)cc1 | 0 | -3 | -13 | 0 | -1 | -2 | -7 | 0.5 | 1.1
Cc1nc(NC(=O)COC(=O)C(C)NC(=O)c2ccccc2)c(Cl)cc1Cl (configuration not stated) | -19 | 2 | -12 | 5 | 7 | 1 | -4 | -1.3 | 0.2
COc1ccc(CCN2C(=O)C3CC=C(C)CC3C2=O)cc1OC (configuration not stated) | -29 | -1 | -8 | 5 | 9 | 3 | -4 | -0.1 | 1.4
COCCCNC(=O)c1ccc2c(=O)n(C3CCCC3)c(=S)[nH]c2c1 | -1 | 5 | 2 | 9 | -3 | -2 | -5 | 1.2 | 4.0
COc1ccc(OC)c(S(=O)(=O)NCCCN2CCCC2=O)c1 | 4 | -20 | -6 | 2 | -10 | -7 | -3 | 0.6 | 6.8
CCC(/C=N/NC(=O)C(N)=O)CC | -11 | 3 | -11 | 0 | 8 | 1 | -5 | -0.3 | -1.1
COc1cc2c(cc1OC)CN(C(=O)c1cc3ccccc3oc1=O)CC2 | -25 | 2 | -10 | 6 | 13 | -12 | -3 | -0.4 | -0.1
CCCNC(=O)NC(=O)CSc1nnc(C)n1N | -8 | -3 | 0 | 6 | 2 | -9 | -2 | 0.3 | 1.2
Nc1ccc(C(=O)O)cc1[N+](=O)[O-] | -3 | -20 | 14 | 1 | 6 | -1 | -3 | -0.7 | 0.1
O=C(NC1CCCCC1)C(c1ccncc1)N(C(=O)c1csnn1)c1ccccc1F (configuration not stated) | -6 | -5 | -18 | -2 | 13 | -13 | 0 | -0.3 | -1.3
S=C(NCCCn1ccnc1)Nc1cccc(Cl)c1 | -11 | 1 | -9 | 0 | 6 | 2 | -5 | 1.0 | 1.1
Cn1c(=O)c2c(SCC(=O)N3CCCCC3)nc(-c3ccccc3F)nc2n(C)c1=O | 7 | 1 | -16 | 2 | 24 | -3 | -1 | 1.1 | 3.0
Cc1ccc(OCC(=O)Nc2ccc(N3CCOCC3)cc2)cc1 | -17 | -3 | 3 | 5 | 19 | -5 | -4 | 10 | 0.2
CC(C)C(c1nnnn1C1CCCCC1)N1CCc2ccccc2C1 (configuration not stated) | -5 | -11 | -11 | 3 | 13 | -4 | -11 | 4.9 | 0.2
CC(O)CNCCOc1ccccc1-c1ccccc1 (configuration not stated) | -14 | -7 | -6 | 3 | -6 | -4 | -6 | 1.0 | 0.7
COc1cccc(C2Nc3ccccc3NC3=C2C(=O)CC(C)(C)C3)c1OC (configuration not stated) | -13 | -2 | -4 | 2 | 4 | -3 | -2 | 0.0 | 0.4
CNC(=O)NC(=O)COC(=O)c1n[nH]c2ccccc12 | -13 | -22 | -11 | 2 | 7 | 5 | -3 | 0.9 | 3.0
Cc1ccc(NC(=O)COCC(=O)Nc2ccc(F)cc2)cc1 | -3 | 0 | -14 | 2 | -6 | -8 | -1 | 0.0 | 1.3
O=C(NCCN1CCCCC1)/C(=C/c1ccco1)NC(=O)c1ccccc1 | -14 | -16 | -18 | 3 | 15 | -7 | -2 | 0.1 | -0.6
Cc1cc(Cl)ccc1NC(=O)CCN1C(=O)NC(C)(C)C1=O | -7 | 7 | -18 | 0 | 2 | -4 | -4 | 0.0 | 1.1
CC1CC(C)CN(C(=O)COC(=O)c2ccc3ccccc3n2)C1 (configuration not stated) | -6 | 1 | -10 | 5 | 1 | -4 | -3 | 0.8 | 0.4
CCOC(=O)N1CCN(S(=O)(=O)c2ccc(C(=O)Nc3sc4c(c3C(=O)OC)CCN(C)C4)cc2)CC1 | -7 | -18 | 1 | 0 | 2 | -1 | -6 | 0.1 | 0.3
Cc1cccc(NC(=S)N2CCCCC2c2cccnc2)c1C (configuration not stated) | -1 | -16 | -11 | 1 | 8 | 1 | -3 | 0.2 | 0.0
CCCCN(C(=O)C1CC(=O)N(Cc2ccc(C)cc2)C1)c1c(N)n(CC(C)C)c(=O)[nH]c1=O (configuration not stated) | 0 | 0 | 9 | 1 | -16 | -1 | -3 | 0.5 | 0.4
CN1C(=O)NC(c2ccccc2[N+](=O)[O-])C2=C1CCCC2=O (configuration not stated) | 10 | -1 | -14 | 8 | 0 | -12 | 2 | 1.7 | 5.7
